# Wnt bcat act – activates Wnt/beta-catenin signaling in a reporter cell assay. activator, plate reader. activation, % at 9.35 µM. 300,000 compounds, 1.2% hits. AID 743398; in the data active means activation above about 30%, passing the limit was not always enough;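 further: 0% = neutral control wells and 100% = positive control wells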
# Numbers without * were called inactive.
Wnt bcat act | SMILES
0 | CC1(C(=O)NCc2ccccc2)CN(S(C)(=O)=O)CC(=O)N1CCc1ccccc1F (configuration not stated)
1 | CN(C)CC(=O)N[C@@H]1CC[C@@H](CCNS(=O)(=O)c2ccccc2)O[C@@H]1CO
-1 | CCOC(=O)C1=CCC(c2ccc(CC)cc2)N(S(=O)(=O)c2ccc(C)cc2)C1 (configuration not stated)
18 | FC(F)(F)c1ccccc1Cc1c(-c2cccc(Cl)c2)nc2ccc(Cl)cn12
-2 | CN1CCN(C2CN(C3CCCC3)S(=O)(=O)C2)CC1 (configuration not stated)
-2 | COc1ccccc1N1CCN(C2C(=O)Nc3ccccc3-n3nnnc32)CC1 (configuration not stated)
-1 | CC(=O)Nc1ccc(NC(=O)C2(C)Cc3c(-c4ccc(NC(C)=O)cc4)ccnc3O2)cc1 (configuration not stated)
-2 | C=CCN1C[C@H](COC(=O)CSc2ccccc2)Oc2cccc(F)c2S1(=O)=O
0 | CCNC(=O)C1CCCN(C(=O)c2c(-c3ccccc3)noc2C)CC1 (configuration not stated)
-2 | COc1ccc(OC)c(S(=O)(=O)NC(=O)C2(C)CCN2C(=O)Cc2ccc(Cl)cc2Cl)c1 (configuration not stated)
-5 | CCOC(=O)C1=C[C@@H](c2ccccc2)N(S(=O)(=O)c2ccc(C)cc2)[C@H]1c1ccccc1Cl
0 | COc1cc(NC(=O)Nc2nnc([C@H]3C[C@H](O)[C@@H](CO)O3)s2)cc(OC)c1OC
-4 | CCNC(=O)C1(C)CCCN(Cc2ccc(Oc3ccccc3)cc2)C1 (configuration not stated)
3 | COc1ccc(-c2[nH]nc3c2C(c2ccc(OC(=O)N4CCOCC4)cc2)C(C#N)=C(N)O3)cc1 (configuration not stated)
0 | O=S(=O)(Nc1cc(Sc2cccc3cccnc23)c(O)c2ccccc12)c1ccccc1
-7 | CC(C)c1nnc(NC(=O)c2nc(S(=O)(=O)Cc3ccccc3F)ncc2Cl)s1
-1 | CC1=C(C(=O)N(C)C)CC(CC(=O)NCCN2CCOCC2)C(=O)N1CCCN1CCCC1=O (configuration not stated)
-1 | O=C(NCc1ccc(Cl)cc1)c1ccc(-c2ccc(F)c(F)c2)c2ccoc12
0 | COC(=O)C(C(=O)OC)c1ccccc1CNS(=O)(=O)c1ccc(C)cc1
-23 | CCc1nc2ccc(C(=O)Nc3cccc(OCC(=O)N(C)C)c3)cn2c1N(CCN(C)C)CC1CC1
2 | COc1ccc(CC(N)c2csc(Nc3ccccn3)n2)cc1 (configuration not stated)
-3 | Nc1nc2ccccc2cc1C(=O)NCc1cccs1
22 | COc1ccc(CCC(=O)N2c3ccccc3N=C(c3ccc(C(F)(F)F)cc3)C2C(=O)NC2CCCC2)cc1 (configuration not stated)
-12 | C=CCN=C1NC(c2ccc(Cl)cc2)C(C(=O)OC)=C(C)N1Cc1cccc(C(F)(F)F)c1 (configuration not stated)
6 | CCOc1ccccc1C(=O)NCCN1CCC(n2c(=O)[nH]c3ccccc32)CC1
-1 | CC1=C(C(=O)N2CCOCC2)CC(CC(=O)NCc2cccc3ccccc23)C(=O)N1Cc1ccc(C(C)(C)C)cc1 (configuration not stated)
-1 | COc1ncc(-c2ccc(N3C(c4ccsc4)=Cc4ccc(F)cc4C3CC(=O)c3ccco3)cc2)cn1 (configuration not stated)
-7 | Cc1c(C(=O)NCc2ccc([N+](=O)[O-])cc2)sc(=O)n1Cc1ccc2c(c1)OCO2
0 | C[C@H](O)[C@@H]1CN2CCc3c([nH]c4ccccc34)[C@@H]2C[C@@H]1N(C)CC1CCCCC1
-1 | Cc1cccc(C)c1NC(=O)Nc1nnc([C@@H]2C[C@H](O)[C@@H](CO)O2)s1
-4 | CC(C)C(C(=O)NCc1ccccc1)N1CCN(c2ccccc2F)CC1 (configuration not stated)
5 | COC(=O)[C@@]12C[C@@H](CC(=O)N3CCOCC3)C(=O)N(Cc3ccco3)C1=CCC(C)(C)C2
-4 | C[C@@H]1CN([C@@H](C)CO)C(=O)CCCn2cc(nn2)CO[C@H]1CN(C)C(=O)Nc1cccc(Oc2ccccn2)c1
-1 | Cn1c(-c2ccccc2)c(Sc2ccccc2)c2cc(-c3ccc4cc[nH]c4c3)ccc21
10 | COc1cccc(CNC(=O)[C@H]2CCCN2C(=O)[C@H]2CCCN2C(=O)c2ccc(Cl)cc2)c1
-2 | Cc1ccccc1Nc1nc(N)[nH]c(=O)c1N=O
-1 | O=[N+]([O-])c1cc(S(=O)(=O)NCc2ccco2)ccc1NN=Cc1ccccn1
-3 | COC(=O)C1=C(C)N(Cc2ccccc2C(F)(F)F)C(=NCc2ccc3c(c2)OCO3)NC1c1cccc(F)c1 (configuration not stated)
-1 | COc1ncc(-c2c(-c3ccccc3OC)sc3ccccc23)cn1
-2 | CNc1cnc(-c2cccc(C(=O)N3CCOCC3)c2)cn1

# Molecules from the list above that have an aryl thioether with sulfur outside any ring (three):
Wnt bcat act | SMILES
-2 | C=CCN1C[C@H](COC(=O)CSc2ccccc2)Oc2cccc(F)c2S1(=O)=O
0 | O=S(=O)(Nc1cc(Sc2cccc3cccnc23)c(O)c2ccccc12)c1ccccc1
-1 | Cn1c(-c2ccccc2)c(Sc2ccccc2)c2cc(-c3ccc4cc[nH]c4c3)ccc21

# (continued)
Wnt bcat act | SMILES
-1 | COCCNC(=O)C1CCCN(C(=O)c2oc3ccccc3c2C)CC1 (configuration not stated)
4 | COc1ccc(-c2cc(NC=O)c3ncc(-c4ccc(OC)c(OC)c4)n3c2)cc1OC
0 | COC(=O)CCCn1cc(CN2CC(N3CCN(C4CCN(C)CC4)CC3)CS2(=O)=O)nn1 (configuration not stated)
-3 | CCOc1ccc(CCN2C(=O)C(=O)N([C@@H](Cc3ccccc3)CN3CCC[C@H]3CN3C(=O)C(=O)NC[C@@H]3Cc3ccccc3)C[C@@H]2Cc2ccc(O)cc2)cc1
0 | Nc1ccn([C@@H]2O[C@H](C(=O)Nc3cc(C(F)(F)F)cc(C(F)(F)F)c3)[C@@H](O)[C@H]2O)c(=O)n1
-1 | CC(=O)Nc1ccc(C(=O)N2CCCC(c3cc(C(=O)NCc4cccnc4)no3)C2)cc1 (configuration not stated)
-3 | COc1cc(CN2C[C@@H](CO)O[C@@H](n3cnc4c(N5CCCC5)ncnc43)C2)cc(OC)c1OC
-4 | N#Cc1ccc(OCCCN2CCC(C(O)(c3ccccc3)c3ccccc3)CC2)cc1
-1 | CC1(C(=O)NS(=O)(=O)c2cccc(Cl)c2)CCN1C(=O)Cc1cc(F)ccc1F (configuration not stated)
-3 | COc1ccc(CNC(=O)c2[nH]c(C(F)(F)F)nc2-c2ccccc2)cc1
-1 | CCNC(=O)C1(C)CCCN(C(=O)c2ccc3sccc3c2)C1 (configuration not stated)
-4 | CCNc1ccccc1CP(=O)(c1ccccc1)c1ccccc1O (configuration not stated)
-1 | O=C1c2ccccc2C(c2nc3ccccc3[nH]2)N1c1ccccc1 (configuration not stated)
-15 | CC(=NNc1cc(C)c2cc(C)ccc2n1)c1ccccn1
-1 | Cc1cccc(-c2cnc(C(O)c3ccc4ccccc4c3)[nH]2)c1 (configuration not stated)
0 | O=C(NC1CCCCC1)OC[C@@H]1CSCCS(=O)(=O)N1
0 | Cc1ccc(Cc2c(-c3ccc(C#N)cc3)nc3ccc(C)cn23)cc1
1 | COc1ccc(C(C)(O)c2nc(-c3cccc(C(C)C)c3)cs2)cc1 (configuration not stated)
-3 | CCc1ccc(/C=C2\SC(=S)N(CCC(=O)NC3=NCCS3)C2=O)cc1
-4 | Cc1ccc(S(=O)(=O)N2C(c3ccc(Cl)c(Cl)c3)CC=C(C(=O)O)C2c2ccc(Cl)cc2)cc1 (configuration not stated)

# Arranged by the number under Wnt bcat act (ascending): three from the list above
Wnt bcat act | SMILES
-3 | CCOc1ccc(CCN2C(=O)C(=O)N([C@@H](Cc3ccccc3)CN3CCC[C@H]3CN3C(=O)C(=O)NC[C@@H]3Cc3ccccc3)C[C@@H]2Cc2ccc(O)cc2)cc1
-1 | CC(=O)Nc1ccc(C(=O)N2CCCC(c3cc(C(=O)NCc4cccnc4)no3)C2)cc1 (configuration not stated)
0 | Cc1ccc(Cc2c(-c3ccc(C#N)cc3)nc3ccc(C)cn23)cc1

# Further compounds.
Wnt bcat act | SMILES
-3 | CCCS(=O)(=O)NC(=O)C1(C)CCN(C(=O)c2ccccc2OC)C1 (configuration not stated)
-2 | Cc1cc(Nc2cccc(F)c2)cc(=O)n1-c1cccc(F)c1
-6 | CCOC(=O)C1(C)CCN1C(=O)c1ccc(SC(F)(F)F)cc1 (configuration not stated)
-1 | Oc1ccc(Br)cc1/C=N/Nc1nc(N2CCCCC2)nc(N2CCOCC2)n1
-5 | CCCN(C)C[C@@H]1OCCCC[C@@H](C)Oc2ccc(NS(=O)(=O)c3ccc(OC)cc3)cc2C(=O)N([C@H](C)CO)C[C@@H]1C
-5 | O=C(COC(=O)CC(c1ccccc1)c1ccccc1)Nc1c(F)cccc1F
-3 | CCOC(=O)C1(C)CCCN(C(=O)c2ccc(-c3ccccc3)cc2)C1 (configuration not stated)
-1 | C[C@H](CO)N1C[C@H](C)[C@@H](CN(C)Cc2ccc(C(=O)O)cc2)OCCCC[C@H](C)Oc2ccc(NC(=O)CCC(F)(F)F)cc2C1=O
7 | CN(C)c1ccc(-c2ccnc3c2CC(C)(C(=O)Nc2ccccc2)O3)cc1 (configuration not stated)
-1 | COCc1cc(N2CCN(C(=O)OC(C)(C)C)C[C@@H]2C)ccc1N1CCS(=O)(=O)CC1
-8 | CCCCC[C@H](C)N1C[C@@H](COCc2ccccc2)Oc2cc(N3CCC[C@@H]3CO)ccc2S1(=O)=O
0 | O=C(NCc1cccc(C(F)(F)F)c1)c1ccc2sc(COCCO)nc2c1
-3 | COC(=O)[C@@]1(Cc2ccc(F)cc2)[C@H]2c3cc(C(=O)N(C)C)n(CCF)c3C[C@H]2CN1C(=O)c1ccccc1
-3 | O=C1NC(Cc2ccccc2)c2nc3cc(F)ccc3c(=O)n2-c2ccc(Cl)cc21 (configuration not stated)
-5 | Cc1ccc(C(=O)N2CCC[C@@H]2C(=O)N2CCC[C@@H]2C(=O)NCc2ccccc2)cc1C
-2 | CC(=O)c1cccc(NC(=O)c2cccc3c(-c4cccc(C(N)=O)c4)coc23)c1
-1 | C=CCC[C@@H](CCCCC)OC(=O)/C=C/[C@@H](O)[C@H](O)C[C@H](O)CC=C
-1 | Cc1cccc(-c2cnc(C(O)c3cc(C)cc(C)c3)[nH]2)c1 (configuration not stated)
0 | CCCCN(C)c1c(C)nc2ccc(C(=O)NCc3cccs3)cn12
2 | O=C(NCc1ccccc1)C1C(c2ccc3c(c2)OCO3)=Nc2ccccc2N1C(=O)c1cccc(C(F)(F)F)c1 (configuration not stated)

# Arranged by number of heavy atoms (ascending): part of the list above
Wnt bcat act | SMILES
-2 | Cc1cc(Nc2cccc(F)c2)cc(=O)n1-c1cccc(F)c1
-1 | COCc1cc(N2CCN(C(=O)OC(C)(C)C)C[C@@H]2C)ccc1N1CCS(=O)(=O)CC1
-5 | Cc1ccc(C(=O)N2CCC[C@@H]2C(=O)N2CCC[C@@H]2C(=O)NCc2ccccc2)cc1C

# Next part.
Wnt bcat act | SMILES
-4 | CCOC(=O)[C@]12CCC=C1N(Cc1cccc3ccccc13)C(=O)[C@H](CC(=O)NCC1CCCCC1)C2
-3 | C[C@@H](c1ccccc1)N1C[C@H](COCc2ccccc2)Oc2cc(N3CCC[C@H]3CO)ccc2S1(=O)=O
-1 | CC1(C(=O)Nc2cccc(C#N)c2)CCN1C(=O)c1ccccc1CCc1ccccc1 (configuration not stated)
-3 | CCCCNC(=O)C1(C)CCC(=O)N1CC(F)(F)F (configuration not stated)
-4 | Clc1cccc(CNc2ccn3nc(-c4ccc(OCCN5CCOCC5)cc4)cc3n2)c1
-6 | COc1ccc(-c2csc(C(O)c3cccc(Cl)c3)n2)cn1 (configuration not stated)
34* | O=C(Nc1ccccc1)c1cc(C2CCCN(C(=O)c3cccs3)C2)on1 (configuration not stated)
-2 | O=C1NC[C@@H](CCCCN2C[C@H](Cc3ccc(O)cc3)N(CCc3ccccc3)C(=O)C2=O)N(CCc2ccc(O)cc2)C1=O
-3 | COc1ccc(NC(=O)c2cc(-c3cc(F)ccc3OC(C)C)n[nH]2)c(C)c1
-5 | O=C(NCc1ccccc1)C1C(c2ccccc2)=Nc2ccccc2N1C(=O)c1cccnc1 (configuration not stated)
-3 | CC(C)CN1C(=O)CSCC1(C)C(=O)NC(C)C (configuration not stated)
0 | Cc1ccc2cc(NC(=O)C3(C)CCN3C(C)C)ccc2n1 (configuration not stated)
-8 | COc1cccc(-c2cnc(C(O)c3cccc(CN4CCCCC4)c3)[nH]2)c1 (configuration not stated)
0 | CCN(C)C1CN(Cc2cn(Cc3ccc(F)cc3)nn2)S(=O)(=O)C1 (configuration not stated)
7 | COc1ccc(Cc2c(C3CCCCC3)nc3c(C)cc(Br)cn23)c(C)c1
-4 | Cc1ccc(C)c(Cc2c(C)nc3c(C(=O)NCc4ccc5c(c4)OCO5)cnn3c2C)c1
-3 | CCc1ccc([C@@H]2CC(=O)[C@@H]3CN(S(=O)(=O)c4ccc(C)cc4)[C@H](c4ccc(Cl)cc4)C[C@@H]3N2S(=O)(=O)c2ccc(C)cc2)cc1
-6 | COC(=O)C1=C(C)N(Cc2ccc(Cl)cc2)C(=S)NC1c1ccc(F)cc1 (configuration not stated)
-5 | C[C@@H](c1ccccc1)N1C[C@@H](COCc2ccccc2)Oc2cc(N3CCC[C@@H]3CO)ccc2S1(=O)=O
23 | CCCCNc1ccc2c(c1)OC[C@H](CC(C)C)NS2(=O)=O
0 | O=C(NCCc1cccs1)Nc1nnc([C@H]2C[C@H](O)[C@@H](CO)O2)s1
-1 | OC(c1ccc(F)cc1)c1nc(-c2ccc(F)c(Cl)c2)cs1 (configuration not stated)
-1 | O=C(NC1CCCCC1)C(C1CC1)n1c(=O)c(-c2ccccc2)nc2ccccc21 (configuration not stated)
-3 | CCCCCCCCC(c1nc2ccccc2[nH]1)N1CCN=C(c2ccccc2)C1=O (configuration not stated)
-1 | Cc1cccc(C)c1NC(=O)C(C1CC1)n1c(-c2ccc(C(F)(F)F)cc2)nc2ccccc21 (configuration not stated)
-5 | CC(=O)Nc1cc(-c2ccc(C(=O)N3CCOCC3)cc2)cn2c(-c3ccc(C(C)=O)cc3)cnc12
-1 | COc1ccc(C)cc1-n1nnnc1SCc1nc(N)nc(N(C)C)n1
-1 | CO[C@H]1CN(C)C(=O)c2ccc(NC(=O)NC(C)C)cc2OC[C@H](C)NC[C@H]1C
2 | COC(=O)c1ccc2nc(-c3cccc(Br)c3)c(Cc3ccc(OC)cc3C)n2c1

# This is a subset; count on the stated rates, not on these rows.
